D1 agonist = human D1 receptor agonism | P21728 | HEK293 T-REx D1 cells, calcium flux, agonist mode | activation, % at 2 µM | actives 1% (n = 360,000); in the data active = activation above about 30%; also: 0% is about no effect
Target sequence (P21728 whole entry, looked up): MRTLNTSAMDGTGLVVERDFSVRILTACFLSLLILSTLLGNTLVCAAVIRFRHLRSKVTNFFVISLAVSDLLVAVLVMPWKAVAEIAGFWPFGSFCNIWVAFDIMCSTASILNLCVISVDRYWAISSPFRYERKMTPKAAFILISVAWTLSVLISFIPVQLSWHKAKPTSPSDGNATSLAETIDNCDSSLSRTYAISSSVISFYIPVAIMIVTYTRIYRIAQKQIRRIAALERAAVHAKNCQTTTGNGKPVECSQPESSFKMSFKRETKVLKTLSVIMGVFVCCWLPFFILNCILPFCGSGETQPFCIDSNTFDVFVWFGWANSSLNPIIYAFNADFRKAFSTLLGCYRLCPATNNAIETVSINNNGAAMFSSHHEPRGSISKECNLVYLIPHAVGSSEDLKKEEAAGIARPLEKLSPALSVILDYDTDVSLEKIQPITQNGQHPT
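Tetracycline-induced HEK293 TREx D1 cells, force-coupled to calcium signalling, were dye-loaded with a no-wash calcium kit. Compound was pin-added after a 10 s baseline. Fluorescence was read kinetically at 1 cycle/s for 180 s, with calcium rises flagged as agonism.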
TRHR enhancer = allosteric enhancers of human TRH receptor; enhancement, % at 2 µM; P34981; TRHR cells, fluo-8 calcium fluorescence, EC20 TRH enhancement; actives 0.66% (n = 360,000); in the data active = enhancement above about 30%; also: 0% is about no effect
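TRHR-expressing cells loaded with fluo-8 calcium dye were read kinetically (ex 480/em 530) during compound addition, then stimulated with an EC20 of TRH (10 nM final). Enhancement of the Gq-mediated intracellular calcium response was scored.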
D2 potentiator = positively modulates the human D2 dopamine receptor allosterically; P14416; HEK293 T-REx D2, calcium flux, EC20 dopamine potentiation; potentiation, % at 10 µM; actives 0.34% (n = 340,000); AID 485347;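 active = potentiation over 3 SD above the plate norm, cut at about 30% in these data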; also: 0% is about no effect
Target sequence (P14416 whole entry, looked up): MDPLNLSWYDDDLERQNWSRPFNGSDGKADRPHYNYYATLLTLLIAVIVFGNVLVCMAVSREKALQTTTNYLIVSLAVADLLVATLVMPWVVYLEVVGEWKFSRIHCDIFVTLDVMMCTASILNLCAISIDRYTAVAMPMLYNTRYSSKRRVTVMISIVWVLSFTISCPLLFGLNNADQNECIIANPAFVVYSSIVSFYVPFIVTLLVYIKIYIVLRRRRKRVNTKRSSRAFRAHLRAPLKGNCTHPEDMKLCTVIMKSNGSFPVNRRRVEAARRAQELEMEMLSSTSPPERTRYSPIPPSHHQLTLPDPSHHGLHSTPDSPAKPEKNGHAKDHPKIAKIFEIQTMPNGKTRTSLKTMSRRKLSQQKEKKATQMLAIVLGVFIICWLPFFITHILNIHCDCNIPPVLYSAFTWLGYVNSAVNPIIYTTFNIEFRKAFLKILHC
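Tetracycline-induced HEK293 T-REx cells force-coupled to calcium signalling expressed D2; compounds were pin-added after a 10 s baseline, read kinetically 180 s, then an EC20 dopamine challenge followed with a further 180 s calcium read.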
D2 ag = D2 dopamine receptor (human) agonism. AID 485358. P14416. activation, % at 2 µM. HEK293 T-REx D2 cells, calcium flux agonist mode. actives 0.53% (n = 340,000);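 active = activation over 3 SD above normal in the single-dose calcium agonist read, cut at about 30% in these data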; also: 0% is about no effect
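In this primary screen, compounds producing a positive calcium signal within 180 s of addition to tetracycline-induced, force-coupled HEK293 Trex D2 cells are flagged; cells are dye-loaded with a no-wash calcium kit beforehand.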
D2 antagonist = antagonists of human D2 dopamine receptor | HEK293 TREx D2 cells, calcium flux, dopamine EC80 | inhibition, % at 10 µM | actives 2% (n = 340,000); in the data active = inhibition above about 30%; also: 0% is about no effect
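Measurement of antagonist activity uses fluorescent calcium dye in inducible HEK293 T-REx D2 cells: 10 s baseline, compound addition with 180 s read, EC80 dopamine addition with a further 180 s read.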
RXFP1 antagonist = blocks the human relaxin receptor RXFP1. HEK293-RXFP1, relaxin-stimulated cAMP HTRF, 30 min; active compounds read low. activity change, negative = inhibition, % at 57.5 µM. actives 0.59% (n = 350,000). AID 1259400;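 active = activity change of -60% or lower, but not beyond a set lower limit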; also: % is scaled to controls: 0 for no effect and ±100 for the full control effect
RXFP1 agonist = activates the human relaxin receptor RXFP1; Q9HBX9; Potency, µM (titrated, usually from 57.5 µM), inactives show at the top dose activation, hits mostly activators; actives 0.3% (n = 370,000); HEK293T-RXFP1 cAMP TR-FRET, 30 min; response scale: percent of porcine relaxin response, buffer zero; active = well fitted activation curve with a large enough effect; also: potency is read from the fitted curve at half-maximal effect; % is scaled to controls: 0 for no effect and ±100 for the full control effect; nearly all actives have a fitted effect of over 60% in size; many of its hits are not listed in these tables
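HEK293 cells stably expressing RXFP1, treated 30 min at 37C with compounds plus PDE4 inhibitor Ro 20174; cAMP measured by HTRF TR-FRET. Normalized to buffer and 29 nM porcine relaxin; EC50 by Hill fit.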
D1 antag = human D1 dopamine receptor antagonism; P21728; HEK293 TREx D1 cells, calcium flux, dopamine EC80; active compounds read low; activity change, negative = inhibition, % at 10 µM; actives 3.2% (n = 360,000); in the data active = activity change below about -30%; also: % is scaled to controls: 0 for no effect and ±100 for the full control effect
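HEK293 T-REx cells expressing inducible, force-coupled D1 receptor; no-wash Ca dye, 30–90 min RT. Cmpd → 180 s read at 1 Hz → EC80 DA → 180 s read.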
D1 PAM = human D1 dopamine receptor positive modulation; HEK293 TREx D1 cells, calcium flux, dopamine EC20 potentiation; potentiation, % at 10 µM; actives 0.036% (n = 360,000); in the data active = potentiation above about 30%; also: 0% is about no effect
Starred values were filed as active, the others as inactive; . = no result given; & = joins results of further samples.

Order of results – D1 agonist	TRHR enhancer	D2 potentiator	D2 ag	D2 antagonist	RXFP1 antagonist	RXFP1 agonist	D1 antag	D1 PAM
O=C(O)c1ccccc1NS(=O)(=O)c1ccc2c3c(cccc13)C(=O)N2
  2	3	5	.	.	2	1.6%	-20	-2
COc1ccc(S(=O)(=O)N2CCOCC2)cc1NC(=O)COC(=O)c1oc2ccccc2c1C
  2	3	20	-0.1	-21	8	4.6%	-3	-2
Cc1occc1C(=O)NCc1ccc2c(c1)OCO2
  -1	-3	-1	0.4	25	4	-0.3%	-23	5
COc1ccc(/C=C(\NC(=O)c2ccc(OCC(C)C)cc2)C(=O)OCc2ccco2)cc1
  5	-2	7	-0.4	9	5	5.2%	12	-1
O=C(Cc1cccs1)Nc1cccnc1
  2	3	-1	0.7	-10	-9	1.5%	-2	-8
O=C(Cc1ccccc1[N+](=O)[O-])N1CCN(c2ccc(F)cc2)CC1
  8	-5	-4	-0.4	-1	15	0.9%	10	-1
O=C(c1ccc(-c2cccc(C(F)(F)F)c2)o1)N1CCN(c2ccccc2O)CC1
  1	9	-7	-1.6	6	-8	2.9%	20	5
COc1cc(C)c(N)cc1C(C)C
  -3	-1	4	0.5	-3	2	0.7%	6	-3
COc1cc2ccccc2cc1C(=O)Nc1ccccc1N1CCN(S(C)(=O)=O)CC1
  2	6	-5	-0.6	16	.	2.9%	2	2
COc1ccc(C(CNC(=O)Cc2ccc(-c3ccccc3)cc2)N(C)C)cc1 (stereo not given)
  12	-4	-9	0.6	18	-5	-2.1%	13	-5
CC(C)(C)NC(=O)c1ccc(Sc2ccccc2)c([N+](=O)[O-])c1
  3	-2	13	-0.3	-3	-15	-0.2%	-29	0
Cc1ccc(OCC(=O)N(C)CC(=O)NCc2ccco2)c(Br)c1
  2	6	-2	-0.4	-9	-6	-0.4%	3	7
Cc1cc(S(=O)(=O)NCC2CCCO2)c(C)cc1Br (stereo not given)
  5	13	8	-0.4	-2	-2	-1.9%	2	4
Cc1ccc(S(=O)(=O)NCCCn2ccnc2)cc1
  2	3	2	-0.2	8	-2	-0.5%	0	-6
O=C(Cc1ccccc1)Nc1cccc(-c2nc3ncccc3o2)c1
  4	-6	-4	-0.2	11	1	-0.1%	-15	-5
CCOc1ccc2nc(NC(=O)c3ccco3)sc2c1
  1	2	-11	-1.6	-15	-1	-0.7%	-19	5
CCOC(=O)N1CCC(N(CCN(C)C)C(=S)Nc2cccc(Cl)c2C)CC1
  4	3	2	-0.5	4	32	-1.5%	10	5
Cc1nc2ccc(NC3=NCCCCC3)cc2s1
  2	-1	-11	0.6	-12	-1	0.8%	1	-6
O=C(Nc1c(C(=O)NCc2ccco2)cnn1-c1ccccc1)c1ccc(F)cc1
  5	14	-4	-0.5	7	4	0.2%	1	-3
COc1ccc2c3n(nc2c1)CCN=C3c1ccc(C)cc1
  1	4	4	0.4	0	.	3.6%	7	0
N#CC1=C2SCN(Cc3ccccc3)CN2C(=O)CC1c1ccccc1F (stereo not given)
  1	-1	-4	-0.8	-2	9	3.7%	7	-1
Cc1cc(C)c(NC(=O)Cn2ccn(-c3cccc(Cl)c3)c(=O)c2=O)c(C)c1
  6	4	-6	0.7	.	2	2.0%	-28	1
CN1Cc2c(N3CCOCC3)nc3sc(C(=O)c4ccccc4)c(N)c3c2CC1(C)C
  12	-1	2	1.8	24	-13	0.5%	-18	-5
CCCN(Cc1ccccc1)C(=O)Nc1ccc2c(c1)nnn2C
  3	-4	2	-0.4	4	-20	0.4%	-8	-4
COc1cccc(C2=CC(c3ccccc3F)n3ncc(C(=O)Nc4ccc(F)cc4)c3N2)c1 (stereo not given)
  5	-9	-1	.	.	-15	-4.2%	-11	1
COc1ccc2[nH]cc(CCN=C(NC(=O)c3cccc(Cl)c3)Nc3nc(C)cc(C)n3)c2c1
  0	-2	-11	0.3	.	.	2.4%	1	-1
COc1ccccc1CN1CCN(Cc2nc(Cc3ccccc3)no2)CC1
  2	-5	-10	0.2	-6	-7	-0.1%	3	-4
Cc1cccc2c1N(CCCOc1ccccc1)C(=O)C2=O
  0	-8	5	-0.1	-11	10	-0.4%	2	-1
Cn1c(=O)c2c(ncn2CC(=O)N2CCOCC2)n(C)c1=O
  3	6	3	-0.4	-13	-5	2.9%	2	-4
CC(C)(C)C(=O)Nc1nc2c(s1)COc1ccccc1-2
  -2	-2	-2	-0.3	7	-29	0.6%	-12	-7
Cc1ccc(-c2nc(NC(=O)CSc3ccc4ccccc4n3)ns2)cc1
  1&-1	-23&6	-7&12	0.1&-1.4	-15	6&4	-2.1%&21%	-4&-11	-5&-6
CCc1ccc(-c2nc(CSCC(=O)NCc3ccco3)c(C)o2)cc1
  1	-1	.	0.6	-3	-32	0.3%	10	-3
CCCCC1CCC(C(=O)N(CCOC)c2c(N)n(CC(C)C)c(=O)[nH]c2=O)CC1 (stereo not given)
  2	-9	-11	-0.8	-41	15	-0.8%	-12	-2
COc1ccc(CC(=O)OCC(=O)NCc2ccco2)cc1
  0	-4	-14	0.2	36*	6	1.2%	-1	-1
CN1C(=O)[C@H]2[C@@H](/C=C/c3ccccc3)N3C(=O)CN(CCO)C(=O)[C@@]3(C)[C@H]2C1=O
  1	-2	5	0.4	-15	.	-1.0%	10	-4
COc1ccc(OC)c(NC(=O)CSc2nc(=O)n(CCN3CCOCC3)c3c2CCC3)c1
  0	-7	14	-0.1	21	-5	0.9%	0	-6
CCCOC(=O)C1[C@H]2C(=O)N(Cc3ccco3)C[C@]23C=C[C@H]1O3 (stereo not given in full)
  -1	6	12	-0.6	0	-6	0.4%	-61*	-10
COc1ccc(NC(=O)CC(C)C)c([N+](=O)[O-])c1
  1	7	2	0.0	-4	-14	2.7%	-8	-5
CC(C)(C)NC(=O)CSc1nnc(-c2ccncc2)o1
  6	14	2	0.5	-1	.	-0.4%	8	-4
CC(Sc1nn(-c2ccccc2)c(=S)s1)C(=O)NCC1CCCO1 (stereo not given)
  4	-1	5	0.4	3	2	0.5%	-4	2
O=C(/C=C/C(=O)N1CCc2ccccc2C1)N1CCc2ccccc2C1
  -1	20	-14	2.3	9	7	1.0%	0	1
N#Cc1ccc(C(=O)Nn2cnnc2)cc1
  1	3	-5	0.7	-7	6	0.8%	-8	4
Cc1ccc(NS(=O)(=O)c2cccc(C(=O)NCC(c3ccco3)N3CCCC3)c2)cc1 (stereo not given)
  44*	3	-16	1.6	22	5	-0.6%	13	.
CCOC(=O)CN1C(=O)C(C)(C)Oc2ccc(C(=O)Nc3ccccc3OC)cc21
  1	-8	4	0.5	-18	-14	-0.3%	0	-8
Cc1ccc(C(=O)CCC(=O)Nc2cccc(C(F)(F)F)c2)cc1
  2	-2	-10	2.1	-14	-18	3.2%	-17	-4
CCOC(=O)C(=O)NC(C)CCc1ccccc1 (stereo not given)
  6	5	1	-0.5	7	-8	1.8%	-24	0
O=C(Cc1nnc(NC(=O)c2cccc([N+](=O)[O-])c2)s1)NCc1ccccc1
  2	-13	.	.	.	0	-1.8%	5	-5
NC(=O)c1sc(=S)n(-c2ccc(Br)cc2)c1N
  1	-1	-3	0.1	-2	.	0.8%	-6	-3
Cc1ccc(-c2nc(CS(=O)CC(=O)NCCN(CC(C)C)CC(C)C)c(C)o2)cc1 (stereo not given)
  -3	1	106*	-0.8	1	-2	-0.5%	35	5
O=C(COc1ccccc1Cl)NCc1ccccc1
  -1	0	3	0.8	-8	-16	0.1%	10	-1
COc1cc2c(cc1OC)C(COc1ccccc1OC)N(C(=O)c1ccc(S(=O)(=O)N3CCCC3)cc1)CC2 (stereo not given)
  -1	-5	-24	.	.	.	1.0%	-2	-2
CC(C)CCC(CCN1CCCC1)c1ccc2c(c1)OCO2 (stereo not given)
  14	-16	-24	1.0	-9	-14	-1.6%	17	-2
Brc1cccc(CNCCSc2nnnn2-c2ccccc2)c1
  5	-3	-28	-1.4	.	-26	-0.6%	7	5
COCc1nnc(NS(=O)(=O)c2ccc([N+](=O)[O-])cc2)s1
  1	9	.	.	.	5	-0.1%	-7	-2
COc1ccc(-n2nc(C(=O)NCC(=O)N3CCCC(C)C3)c3ccccc3c2=O)cc1Cl (stereo not given)
  -2	-1	32*	-0.1	-18	23	0.3%	6	-3
CCOC(=O)C(=CNNc1c(C)csc1C(=O)OC)C(=O)OCC
  4	-1	-2	-1.6	21	3	3.0%	3	2
O=C(O)C/C(=C\c1cc(Br)cs1)c1nc2ccccc2o1
  6	11	-1	1.0	9	1	4.7%	4	.
Cc1cc(OCC(=O)NCCCN(C)C)cc(C)c1Br
  15	9	8	-0.3	-11	-35	0.8%	-12	-5
COC(=O)c1sccc1NC(=S)N1CCC(C(N)=O)CC1
  2	4	2	-0.1	36*	5	2.2%	-7	-1
COc1cc(CC(=O)NCC2CCCCC2)cc(OC)c1OC
  2	-21	9	0.8	14	3	0.0%	-1	-3

Four of the compounds above, with each value named:
Cc1ccc(NS(=O)(=O)c2cccc(C(=O)NCC(c3ccco3)N3CCCC3)c2)cc1 (stereo not given)
  D1 agonist: 44*
  TRHR enhancer: 3
  D2 potentiator: -16
  D2 ag: 1.6
  D2 antagonist: 22
  RXFP1 antagonist: 5
  RXFP1 agonist: -0.6%
  D1 antag: 13
  D1 PAM: .
CCOC(=O)CN1C(=O)C(C)(C)Oc2ccc(C(=O)Nc3ccccc3OC)cc21
  D1 agonist: 1
  TRHR enhancer: -8
  D2 potentiator: 4
  D2 ag: 0.5
  D2 antagonist: -18
  RXFP1 antagonist: -14
  RXFP1 agonist: -0.3%
  D1 antag: 0
  D1 PAM: -8
Cc1ccc(C(=O)CCC(=O)Nc2cccc(C(F)(F)F)c2)cc1
  D1 agonist: 2
  TRHR enhancer: -2
  D2 potentiator: -10
  D2 ag: 2.1
  D2 antagonist: -14
  RXFP1 antagonist: -18
  RXFP1 agonist: 3.2%
  D1 antag: -17
  D1 PAM: -4
CCOC(=O)C(=O)NC(C)CCc1ccccc1 (stereo not given)
  D1 agonist: 6
  TRHR enhancer: 5
  D2 potentiator: 1
  D2 ag: -0.5
  D2 antagonist: 7
  RXFP1 antagonist: -8
  RXFP1 agonist: 1.8%
  D1 antag: -24
  D1 PAM: 0

Next part:
Order of results – D1 agonist	TRHR enhancer	D2 potentiator	D2 ag	D2 antagonist	RXFP1 antagonist	RXFP1 agonist	D1 antag	D1 PAM
C#CCOCCOCCOCCNc1nc(N2CCN(C(=O)[C@H](Cc3ccc(O)cc3)n3cc([C@@H](N)C(C)CC)nn3)CC2)nc(N2CCN(C(=O)[C@H](Cc3cc4ccccc4[nH]3)n3cc([C@@H](N)Cc4ccc(O)cc4)nn3)CC2)n1 (stereo not given in full)
  4	-11	-10	-0.2	-12	.	-1.1%	-9	-2
CCc1ccc(-c2cc(C)no2)cc1S(=O)(=O)N1CCN(c2ccccn2)CC1
  6	-3	-5	-0.9	2	22	0.9%	-1	2
O=C(Nc1ccc(C(=O)Nc2ccccc2Cl)cc1)c1cccnc1
  5	-3	7	0.5	-15	-2	1.4%	-9	2
Fc1ccc(-c2nc(-c3cnccn3)no2)c(Cl)c1
  3	2	-6	0.8	-6	-8	7.5%	11	-1

Bioassay records deposited in PubChem BioAssay by National Center for Advancing Translational Sciences (NCATS).

Only part of the results is shown (hit frequency here may not be typical).
